# Screening data: PubChem BioAssay, Sanford-Burnham Center for Chemical Genomics
# Jurkat NFkB inh – lowers PMA/ionomycin-induced NF-kB signal in Jurkat cells; PMA/ionomycin-induced NF-kB luciferase reporter, luminescence; inhibition, % at 4 µM; 330,000 compounds, 0.53% hits; AID 435003
# EBI2 antag – antagonists of human EBI2 receptor; P32249; EBI2 beta-arrestin recruitment, luminescence, 7a,25-OHC stimulated; inhibition, % at 5 µM; 360,000 compounds, 0.81% hits; AID 651636; in the data active = inhibition above about 38%;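 note: enzyme fragment complementation signal reports receptor beta-arrestin coupling in cells; 0% = agonist plus DMSO wells and 100% = wells without agonist; some results beyond the cut were filed as inactive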
# 697 NFkB inh – inhibitors of the PMA/ionomycin-induced NF-kB reporter in 697 B cells | inhibition, % at 4 µM | 697 B-cell NF-kB luciferase reporter, 16 h | 330,000 compounds, 0.33% hits | AID 435022; in the data active = inhibition above about 35%
# UBC13 polyUb – inhibitors of human UBC13 polyubiquitin chain formation. P61088. 330,000 compounds, 0.47% hits. AID 485273. TR-FRET. inhibition, % at 20 µM; in the data active = inhibition above about 45%, passing the limit was not always enough
# Target sequence (P61088 whole entry, looked up): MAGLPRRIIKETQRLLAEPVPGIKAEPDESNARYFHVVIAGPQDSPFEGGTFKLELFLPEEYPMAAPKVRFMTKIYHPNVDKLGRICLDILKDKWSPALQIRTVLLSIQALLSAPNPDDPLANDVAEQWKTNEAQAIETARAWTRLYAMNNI
# CCR6 antagonist – blocks CCL20-driven beta-arrestin recruitment at human CCR6. inhibition, % at 20 µM. P51684. 340,000 compounds, 0.49% hits. CHO-K1 CCR6 PathHunter beta-arrestin, luminescence, CCL20-stimulated. AID 493098;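 active = compounds whose inhibition of the agonist-driven luminescence signal at 20 µM reaches about 50%, limit read from the data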;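 note: cells stimulated with CCL20 at 14 nM final; plate controls were DMSO with CCL20 for no effect and DMSO without agonist for full effect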
# Target sequence (P51684 whole entry, looked up): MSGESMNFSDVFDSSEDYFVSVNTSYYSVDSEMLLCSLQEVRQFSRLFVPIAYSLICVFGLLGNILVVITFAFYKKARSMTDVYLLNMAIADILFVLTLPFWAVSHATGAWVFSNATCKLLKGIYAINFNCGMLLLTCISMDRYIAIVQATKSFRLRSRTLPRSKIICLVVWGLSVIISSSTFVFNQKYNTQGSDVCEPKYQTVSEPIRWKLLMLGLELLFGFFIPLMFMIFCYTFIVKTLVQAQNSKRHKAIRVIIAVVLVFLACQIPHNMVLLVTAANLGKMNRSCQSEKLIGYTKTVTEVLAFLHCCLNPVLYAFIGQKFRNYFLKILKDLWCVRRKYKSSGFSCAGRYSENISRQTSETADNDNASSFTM
# Gli-Sufu antag – blocks Gli-Sufu signaling in a luciferase reporter; 340,000 compounds, 0.74% hits; AID 588413; inhibition, % at 5 µM; Sufu-KO-LIGHT fibroblasts, Gli luciferase reporter luminescence;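 active = inhibition above about 55%, limit read from the data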;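 note: 0% = DMSO-treated cells and 100% = wells with medium but no cells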
# Apaf1 inhib – inhibitors of human Apaf-1 apoptosome; O14727; reconstituted apoptosome caspase-3 activity, DEVD-Rh110 fluorescence; inhibition, % at 20 µM; 330,000 compounds, 0.71% hits; active = inhibition of at least 40% at 20 µM;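 note: plate controls were DMSO wells for no effect and DEVD-CHO caspase inhibitor wells for full effect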
#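 Medium: Hepes buffer, pH 7.5 / System: biochemical Apaf-1 apoptosome reconstitution / Measured by: Rh110 fluorescence, excitation 480 nm, emission 540 nm / Times: compound with Apaf-1, dATP, procaspase-3 30 min, then 50 min reaction, room temperature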
# SENP8 block – inhibitors of human SENP8 protease | Q96LD8 | purified SENP8, Z-RLRGG-aminoluciferin cleavage, luminescence | inhibition, % at 10 µM | 330,000 compounds, 1.2% hits
# Target sequence (Q96LD8 whole entry, looked up): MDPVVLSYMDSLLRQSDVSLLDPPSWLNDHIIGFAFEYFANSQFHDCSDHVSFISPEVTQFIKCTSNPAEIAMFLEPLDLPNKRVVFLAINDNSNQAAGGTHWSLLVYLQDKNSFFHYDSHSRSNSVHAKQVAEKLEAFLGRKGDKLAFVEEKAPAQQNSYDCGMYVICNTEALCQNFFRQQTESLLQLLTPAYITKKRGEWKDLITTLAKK
# The depositor's hits bear a star; x = not tested or not shown. Cut-off read from the data, not from the text of the source, unless noted: active = inhibition above about 50%; inactive = the rest. These rows are one share of the data (hit frequency here may not be typical).
# Abbreviations: A = Jurkat NFkB inh; B = EBI2 antag; C = 697 NFkB inh; D = UBC13 polyUb; E = CCR6 antagonist; F = Gli-Sufu antag; G = Apaf1 inhib; H = SENP8 block
O=C(CC1SC(=Nc2ccc(OC(F)F)cc2)N(CCC2=CCCCC2)C1=O)Nc1ccccc1F (stereo not drawn)
  A: -8	B: 36	C: -15	D: 8	E: 1	F: 20	G: 6	H: -2
CC(C)[C@@H](N)C(=O)NCC1CCC(C(=O)N[C@@H](Cc2ccccc2)C(=O)O)CC1 (stereo partly drawn)
  A: 5	B: 1	C: 19	D: 1	E: 2	F: 5	G: 0	H: 7
Cc1nnc(NC(=O)C2CCCN2S(=O)(=O)c2ccc(Cl)cc2)s1 (stereo not drawn)
  A: -3	B: -11	C: -12	D: -12	E: -3	F: 19	G: 1	H: 3
CCCc1c(C(=O)N/N=C/c2cccc3ccccc23)nnn1-c1nonc1N
  A: 6	B: 20	C: -4	D: -6	E: -2	F: 4	G: -2	H: 1
CC(C)C(C)NC(=O)Cn1cnc2c(oc3ccccc32)c1=O (stereo not drawn)
  A: -23	B: 3	C: 4	D: 4	E: 13	F: -12	G: -4	H: -2
CC(C)(/C=N/O)/[N+]([O-])=C/C=[N+](\[O-])C(C)(C)/C=N/O
  A: 7	B: -10	C: -1	D: -12	E: 17	F: 3	G: -2	H: -2
COc1ccc(-n2nnnc2SCC(=O)c2ccc(O)c(O)c2)cc1
  A: 8	B: 7	C: -73	D: 5	E: -9	F: 19	G: 2	H: -72
CC(Oc1cccc(Cl)c1)C(=O)Nc1ccccc1N1CCCCC1 (stereo not drawn)
  A: 12	B: 22	C: -7	D: 4	E: 21	F: -1	G: 26	H: -5
CCOC(=O)C(CC)n1cnc2c(nnn2-c2ccc(OC)cc2)c1=O (stereo not drawn)
  A: -1	B: 0	C: 10	D: 10	E: 2	F: 6	G: -2	H: 5
CCCC(=O)N1CC(=O)Nc2ccc(C)cc2C1c1ccccc1 (stereo not drawn)
  A: -21	B: -1	C: -16	D: -4	E: 7	F: -3	G: 9	H: 3
c1cncc(-c2nnc(-c3ccco3)o2)c1
  A: -2	B: -20	C: 11	D: 7	E: 7	F: -18	G: -8	H: 1
Cc1ccc(C23CC4CC(CC(C(=O)NC(C)C(=O)O)(C4)C2)C3)cc1 (stereo not drawn)
  A: -37	B: -5	C: -29	D: -6	E: 11	F: -4	G: 7	H: 0
Cn1c(=NC(=O)c2cnccn2)sc2ccccc21
  A: -84	B: 2	C: -105	D: -19	E: -6	F: -56	G: 7	H: -5
CC(=O)C1C(c2ccccc2)c2c(noc2C)CC1(C)O (stereo not drawn)
  A: 2	B: -16	C: -12	D: 5	E: 10	F: -1	G: -30	H: -2
COC(=O)c1ccc(NC(=O)CC2C(=O)N(C)C(=S)N2Cc2ccc(S(N)(=O)=O)cc2)cc1 (stereo not drawn)
  A: -2	B: 0	C: -27	D: -10	E: 1	F: 10	G: 6	H: -1
O=C(N/N=C/c1coc2ccc(Cl)cc2c1=O)c1ccncc1
  A: 9	B: 13	C: 3	D: 22	E: 1	F: -9	G: -8	H: -9
CC1(C)OC(=O)C(=CNC(=O)c2c(F)cccc2F)C(=O)O1
  A: 9	B: 8	C: 24	D: 8	E: 5	F: 1	G: 9	H: -3
Cc1cccc(NC(=S)N/N=C/c2cccc(O)c2)c1C
  A: 62*	B: -7	C: -46	D: -12	E: -1	F: -10	G: 1	H: -10
COC(=O)c1ccccc1NC(=S)NC(NC(=O)c1ccccc1[N+](=O)[O-])C(Cl)(Cl)Cl (stereo not drawn)
  A: 1	B: 1	C: 19	D: 7	E: 11	F: -2	G: 6	H: 10
Cc1onc(-c2ccccc2Cl)c1C(=O)Nc1sc2c(c1C(N)=O)CCC(C)C2 (stereo not drawn)
  A: 8	B: 1	C: 5	D: 3	E: 11	F: -23	G: 23	H: -1
COc1cccc(OC)c1C(=O)N1CCN(C(=O)c2ccc(-c3ccccc3)cc2)CC1
  A: 5	B: 78*	C: 2	D: -8	E: 7	F: 3	G: 15	H: -2
CCOc1cc(C(=O)Oc2cc(C)[nH]c(=O)c2[N+](=O)[O-])cc(OCC)c1OCC
  A: 13	B: -4	C: 5	D: 1	E: 10	F: 3	G: -2	H: -1
COc1cc(OC)c(NC(=O)c2cccc(F)c2)cc1Cl
  A: 3	B: 4	C: -7	D: 4	E: 7	F: 7	G: -9	H: -7
COC(=O)c1sccc1NS(=O)(=O)c1ccccc1[N+](=O)[O-]
  A: -12	B: -1	C: -9	D: -8	E: -8	F: 0	G: 4	H: 3
N#Cc1ccccc1S(=O)(=O)N1CCNS(=O)(=O)c2ccccc21
  A: x	B: -5	C: 1	D: x	E: 11	F: -3	G: 3	H: x
Cc1ccccc1-c1nn[nH]n1
  A: -10	B: -7	C: 7	D: -2	E: -4	F: 0	G: -2	H: -10
CC(C)CC(NC(=O)C1CCCCC1)C(=O)NCc1ccccn1 (stereo not drawn)
  A: 4	B: -9	C: -6	D: 0	E: 8	F: -4	G: -3	H: 2
CCN(CCCn1c(=S)[nH]c2ncccc2c1=O)c1ccccc1
  A: -19	B: 5	C: -16	D: 16	E: 23	F: 1	G: 8	H: -9
CCn1c(SCc2nc3ccccc3s2)nc2cc(S(=O)(=O)N3CCOCC3)ccc21
  A: -32	B: 8	C: -40	D: 8	E: 6	F: -11	G: 6	H: 7
COc1ccc(CN/C=C2\CCCCC2=O)cc1
  A: -7	B: -2	C: 3	D: -5	E: 0	F: 3	G: 1	H: 6
C/C(=N\NC(=S)NCc1ccccc1)c1ccc(C#N)cc1
  A: 5	B: -4	C: 11	D: 7	E: -11	F: -4	G: 1	H: -2
N#CCC(=O)N/N=C/c1cc([N+](=O)[O-])ccc1N1CCOCC1
  A: 13	B: -3	C: 6	D: -8	E: 5	F: -3	G: -2	H: 1
COc1cccc2c1OC1(C)CC2NC(=O)N1c1cccc(C(=O)Nc2ccc3c(c2)OCCO3)c1 (stereo not drawn)
  A: 4	B: -4	C: -23	D: -1	E: 6	F: -8	G: 0	H: 1
CSc1ccccc1C(=O)OCC(=O)N1CCCCCC1
  A: -9	B: 5	C: -1	D: 7	E: 4	F: -5	G: -1	H: -1
Cc1c(Nc2cc(N3CCCCCC3)c3nonc3c2[N+](=O)[O-])c(=O)n(-c2ccccc2)n1C
  A: 10	B: 7	C: 6	D: -27	E: 15	F: 5	G: 2	H: -6
Cc1cc(C(=O)Nc2cccc(S(=O)(=O)N3CCCC3)c2)c2ccccc2n1
  A: -15	B: -7	C: -18	D: 4	E: 10	F: -4	G: 14	H: -12
COc1ccc(CN2C(=O)c3cccnc3C2=O)cc1S(=O)(=O)N1CC(C)CC(C)C1 (stereo not drawn)
  A: 8	B: -3	C: 9	D: 1	E: 4	F: 6	G: 0	H: 4
Cc1sc2c(c1C)C(=O)/C(=C\Nc1ccncc1)S(=O)(=O)N2C
  A: 6	B: -7	C: 22	D: -2	E: -9	F: 4	G: -8	H: 5
Cc1c(C(=O)Nc2ccccc2C(=O)N2CCCC2)cccc1[N+](=O)[O-]
  A: -34	B: -11	C: -16	D: -2	E: 5	F: -1	G: -4	H: -9
CCCc1cc(C(=O)NCc2ccccc2)no1
  A: -27	B: 5	C: -5	D: -1	E: 10	F: -64	G: 8	H: -3
Cn1nnnc1NCc1c(F)cccc1Cl
  A: 6	B: -9	C: 6	D: 1	E: -12	F: 0	G: -6	H: -1
COc1ccc(OCCSc2nnc(Cc3cccc4ccccc34)n2N)cc1
  A: 10	B: 14	C: -5	D: 29	E: 4	F: 0	G: 5	H: -4
CCOc1ccc(NC(=O)CN2CCN(C(=O)c3ccco3)CC2)cc1S(=O)(=O)N1CCCC1
  A: -9	B: -6	C: 4	D: -13	E: -11	F: 1	G: 4	H: -9
CCOC(=O)Cc1cc(=O)n2[nH]c(-c3ccc(C)cc3)cc2n1
  A: 7	B: -10	C: 6	D: 6	E: -3	F: -1	G: -10	H: 5
Cc1ccc(-c2nnn(CC(=O)N(CCO)C(C(=O)NC3CCCC3)c3ccc(F)cc3)n2)o1 (stereo not drawn)
  A: 5	B: 6	C: 5	D: 4	E: -8	F: -1	G: -9	H: 3
Cc1onc(-c2c(Cl)cccc2Cl)c1C(=O)N1CCN(c2ccccc2F)CC1
  A: 1	B: 17	C: -2	D: 4	E: 18	F: 7	G: 1	H: -1
CC(C)CN1C(=O)C(=Nc2cccnc2)c2ccccc21
  A: 20	B: 9	C: 7	D: -5	E: 37	F: 12	G: 7	H: 0
O=c1cc(OCc2ccccc2)cc[nH]1
  A: 11	B: -7	C: 19	D: 12	E: 3	F: -1	G: -8	H: 1
Cc1cccc(-c2nc(-c3ccncc3)no2)c1
  A: -96	B: 4	C: -183	D: -9	E: 1	F: -145	G: 6	H: 79*
CN(C(=S)NC(=O)c1ccc(Cl)cc1)C1CCCCC1
  A: -17	B: 10	C: -22	D: -7	E: 29	F: -16	G: 20	H: 9

# Continued, starting with the last two of the part before.
# Abbreviations: A = Jurkat NFkB inh; B = EBI2 antag; C = 697 NFkB inh; D = UBC13 polyUb; E = CCR6 antagonist; F = Gli-Sufu antag; G = Apaf1 inhib; H = SENP8 block
Cc1cccc(-c2nc(-c3ccncc3)no2)c1
  A: -96	B: 4	C: -183	D: -9	E: 1	F: -145	G: 6	H: 79*
CN(C(=S)NC(=O)c1ccc(Cl)cc1)C1CCCCC1
  A: -17	B: 10	C: -22	D: -7	E: 29	F: -16	G: 20	H: 9
COc1ccccc1-c1nn(Cc2ccccc2)cc1C(=O)N1CCN(c2ncccn2)CC1
  A: 31	B: 3	C: 11	D: 1	E: 0	F: -1	G: 6	H: 8
CC1(C)[C@@H](O)CC[C@]2(C)C3C(O)C=C4[C@H]5C[C@@](C)(C(=O)O)CC[C@]5(C)CC[C@]4(C)[C@]3(C)CC[C@@H]12 (stereo partly drawn)
  A: -11	B: x	C: 10	D: -18	E: x	F: x	G: 5	H: 9
O=C(N/N=C/c1cn(-c2ccccc2)nc1-c1cccs1)c1ccccc1F
  A: -16	B: 10	C: -50	D: 2	E: 6	F: -14	G: 13	H: -1
CCOC(=O)C(C)Sc1nc(-c2ccco2)cc(C(F)(F)F)c1C#N (stereo not drawn)
  A: -13	B: 24	C: -29	D: 4	E: 29	F: -9	G: 23	H: -2
O=C(COC(=O)[C@H](Cc1ccccc1)NS(=O)(=O)c1ccccc1F)NC1CCCCC1
  A: -7	B: 7	C: -2	D: -1	E: -9	F: 4	G: 18	H: 9
Cc1ccc(NC(=S)N=Nc2c(O)n(C)c3ccc(S(=O)(=O)N4CCOCC4)cc23)cc1C
  A: -2	B: -7	C: -22	D: -34	E: 26	F: 25	G: 2	H: -2
CCN(C(=O)CSc1nc2ccccc2c(=O)n1CCOC)C1CCS(=O)(=O)C1 (stereo not drawn)
  A: -8	B: 10	C: 7	D: -12	E: -3	F: -3	G: 0	H: -8
c1ccc(CCN(Cc2ccccc2)C2CCN(C3CCCC3)CC2)cc1
  A: 1	B: 7	C: 5	D: -11	E: -3	F: 7	G: 1	H: -6
Fc1ccc(-c2ccnc3nc(N4CCN(c5ccccc5)CC4)nn23)cc1
  A: -8	B: 18	C: 9	D: 3	E: 19	F: 3	G: 20	H: 5
N#CC1=C(N)Oc2n[nH]c(-c3cccs3)c2C1C1CCCCC1 (stereo not drawn)
  A: -6	B: 15	C: -5	D: 6	E: 5	F: 14	G: 18	H: 5

# Record cards, as listed above:
# `Cc1ccc(NC(=S)N=Nc2c(O)n(C)c3ccc(S(=O)(=O)N4CCOCC4)cc23)cc1C` as listed: Jurkat NFkB inh = -2; EBI2 antag = -7; 697 NFkB inh = -22; UBC13 polyUb = -34; CCR6 antagonist = 26; Gli-Sufu antag = 25; Apaf1 inhib = 2; SENP8 block = -2
# `COc1ccccc1-c1nn(Cc2ccccc2)cc1C(=O)N1CCN(c2ncccn2)CC1` as listed: Jurkat NFkB inh = 31; EBI2 antag = 3; 697 NFkB inh = 11; UBC13 polyUb = 1; CCR6 antagonist = 0; Gli-Sufu antag = -1; Apaf1 inhib = 6; SENP8 block = 8
# `O=C(N/N=C/c1cn(-c2ccccc2)nc1-c1cccs1)c1ccccc1F` as listed: Jurkat NFkB inh = -16; EBI2 antag = 10; 697 NFkB inh = -50; UBC13 polyUb = 2; CCR6 antagonist = 6; Gli-Sufu antag = -14; Apaf1 inhib = 13; SENP8 block = -1
